KDM5B inh: Primary screen for KDM5B Histone Demethylases FDH-coupled qHTS. Potency, µM (doses to about 57.7 µM), for the others: at the top dose activity change, negative = inhibition, most hits filed as inhibitors. Lysine-specific demethylase 5B (Homo sapiens), Q9UGL1. 220,000 compounds, 2.6% hits. KDM5B demethylase, FDH-coupled NADH fluorescence (FDH is formaldehyde dehydrogenase); active means well fitted inhibition curve with a large enough effect; inconclusive means small, poorly fitted or top-dose-only effect; inactive means no such curve, though single readings can be large or run the other way; further: 0% is about no effect; nearly all actives have a fitted effect of over 70% in size
Target sequence (Q9UGL1 whole entry, looked up): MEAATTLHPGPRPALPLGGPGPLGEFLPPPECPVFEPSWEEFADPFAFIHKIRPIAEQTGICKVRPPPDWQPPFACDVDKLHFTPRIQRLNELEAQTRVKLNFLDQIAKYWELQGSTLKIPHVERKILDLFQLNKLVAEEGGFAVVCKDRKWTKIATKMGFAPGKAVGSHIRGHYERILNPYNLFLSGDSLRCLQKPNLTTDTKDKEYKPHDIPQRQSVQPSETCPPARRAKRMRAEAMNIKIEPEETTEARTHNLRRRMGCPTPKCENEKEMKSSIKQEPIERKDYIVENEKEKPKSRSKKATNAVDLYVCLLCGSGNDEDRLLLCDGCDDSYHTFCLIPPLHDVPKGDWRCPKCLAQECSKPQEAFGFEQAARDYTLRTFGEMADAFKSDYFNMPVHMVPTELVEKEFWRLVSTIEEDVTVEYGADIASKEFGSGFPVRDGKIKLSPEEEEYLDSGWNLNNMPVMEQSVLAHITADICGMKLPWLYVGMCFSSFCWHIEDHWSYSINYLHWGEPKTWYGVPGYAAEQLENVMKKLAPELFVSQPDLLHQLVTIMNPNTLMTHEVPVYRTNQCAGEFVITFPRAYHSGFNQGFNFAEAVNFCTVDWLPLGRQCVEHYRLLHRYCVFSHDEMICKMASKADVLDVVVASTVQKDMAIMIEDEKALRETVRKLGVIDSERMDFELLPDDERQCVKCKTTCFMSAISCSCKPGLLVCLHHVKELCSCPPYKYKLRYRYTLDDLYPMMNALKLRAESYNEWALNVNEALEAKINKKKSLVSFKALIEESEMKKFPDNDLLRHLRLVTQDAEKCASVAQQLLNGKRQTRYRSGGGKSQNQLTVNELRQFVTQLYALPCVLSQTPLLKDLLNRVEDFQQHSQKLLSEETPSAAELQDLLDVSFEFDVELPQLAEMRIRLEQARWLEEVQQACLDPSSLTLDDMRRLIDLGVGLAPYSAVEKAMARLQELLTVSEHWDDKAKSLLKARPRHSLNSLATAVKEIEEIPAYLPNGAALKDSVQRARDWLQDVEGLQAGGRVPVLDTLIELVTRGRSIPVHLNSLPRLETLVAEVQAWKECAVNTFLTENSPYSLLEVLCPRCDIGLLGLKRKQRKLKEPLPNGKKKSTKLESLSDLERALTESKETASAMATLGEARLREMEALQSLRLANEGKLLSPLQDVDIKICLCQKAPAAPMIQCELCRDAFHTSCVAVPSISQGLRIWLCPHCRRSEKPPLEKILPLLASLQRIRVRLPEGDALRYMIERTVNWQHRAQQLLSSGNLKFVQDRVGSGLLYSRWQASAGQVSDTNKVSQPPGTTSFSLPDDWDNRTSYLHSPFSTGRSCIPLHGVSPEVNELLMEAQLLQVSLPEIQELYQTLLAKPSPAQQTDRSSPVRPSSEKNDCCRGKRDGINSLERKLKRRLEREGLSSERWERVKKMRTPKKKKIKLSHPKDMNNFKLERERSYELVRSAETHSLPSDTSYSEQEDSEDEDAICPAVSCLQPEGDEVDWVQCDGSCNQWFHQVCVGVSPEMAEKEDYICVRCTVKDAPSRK
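KDM5BΔAP (200 nM final) in 50 mM HEPES pH 7.5, 0.01% Tween-20 was preincubated 10 min at RT with compound over a concentration range. Substrate mix (H3K4me3 12.5 µM, α-KG 25 µM, Fe²⁺, ascorbate, NAD⁺, FDH) was added, and NADH fluorescence change over 30 min gave dose-response curves.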
* = called active by the depositor; i = inactive; ? = inconclusive; [ ] = remark or other dose. Potency means the concentration at half of the fitted maximal effect. Only part of the results is shown (hit frequency here may not be typical).

Structure | KDM5B inh
CCOC(=O)N1CCC(NC(=O)CS(=O)Cc2nc(-c3ccccc3F)oc2C)CC1 (centres undefined) | 4%
c1ccc(-c2ccc(CNCc3ccncc3)o2)cc1 | -2%
CCOc1ccc2oc(C(=O)NNC(=O)c3csc(N4CCOCC4)n3)c(C)c2c1 | ?
CCOC(=O)c1cc(OC(=O)c2cccc(Cl)c2)n(-c2ccccc2)n1 | ?
CCOCCCn1c(=N)c(C(=O)NC2CCCCC2)cc2c(=O)n3ccccc3nc21 | i
COc1ccc(NC(=O)CCCn2nc(C)c3sc4ccccc4c3c2=O)cc1 | 27%
Cc1cc(C)cc(NC(=O)C2CCN(C(=O)c3nnn4cc(C)[nH]c(=O)c34)CC2)c1 | 4%
Cc1cc(NC(=O)CSc2nnnn2-c2cccc(C)c2C)n(-c2ccccc2)n1 | 3%
Cc1ccc(C)c(C(=O)N2CCC(OC3CCN(C)CC3)CC2)c1 | 8%
Cc1cc(C)cc(NC(=O)N2CCC(Oc3ncccc3C(=O)N3CCOCC3)C2)c1 (centres undefined) | -9%
CC(C)CNC(=O)COc1ncnc2ccc(Br)cc12 | 15%
COC(=O)c1ccccc1NC(=O)C1(c2cccs2)CCOCC1 | ?
Cc1ccc(NC(=O)NNC(=O)c2cc3ccccc3cc2O)cc1C | -9%
C=CCO[C@@H]1C[C@H]2C(=O)Nc3ccc(-c4ccc(F)cc4F)cc3C(=O)N2C1 | -29%[86.2 µM]
COCCC(=O)N1CCCC1c1nc(C2CCOCC2)no1 (centres undefined) | -26%
CCN1CCN(S(=O)(=O)c2ccc(NC(=O)c3nc(-c4ccccc4)oc3C)cc2)CC1 | 3%
COc1cccc(C(=O)N[C@H]2[C@H](O)[C@H](O)C[C@@H]2c2ccccc2)c1 | 6%[86.2 µM]
COC[C@@H]1[C@H](NC(=O)C2CCN(C(=O)c3ccncc3)CC2)[C@@H]2CCO[C@H]12 | 27%
CN1C(=O)CCC2(CNC(=O)c3n[nH]c(=O)c4ccccc34)CCC=C12 (centres undefined) | -19%
Nc1ccc(NS(=O)(=O)c2cccc(Cl)c2Cl)cc1[N+](=O)[O-] | -3%
CCc1nc2c(c(-c3ccc(OC)cc3)n1)CCN(Cc1ccsc1)CC2 | ?
CS(=O)(=O)N1CCC(C2CCN(C(=O)c3cccc(C#N)c3)C2)CC1 (centres undefined) | -20%
O=c1cc(N2CCOCC2)oc2c(-c3ccccc3)nccc12 | 32µM*
CCOc1ccc(NC(=O)CCNS(=O)(=O)c2ccc3c(c2)oc(=O)n3C)cc1 | -4%
CCN(C(=O)CSc1nc2ccc(OC)cc2[nH]1)C1CCS(=O)(=O)C1 (centres undefined) | 9%
Cc1nc(C)c(C(=O)N2CC(Oc3ccc(-c4nc(-c5ccccc5)no4)cc3)C2)s1 | -29%
COc1ccccc1CNC(=O)CCn1ccn2nc3c(c2c1=O)CCCC3 | -19%
O=C(NC1CCCCCC1)c1csc(N2CCN(c3ccccc3)CC2)n1 | -28%
CCCn1nc(C(=O)OC(C)C(=O)NCc2ccco2)c2ccccc2c1=O (centres undefined) | -21%
CC(=O)NC(C)(C)Cc1ccc(O)c(Br)c1 | -7%
CCn1c(C2CCN(S(=O)(=O)c3ccc(OC)c(OC)c3)CC2)nn(C)c1=O | -7%
CCn1cc(S(=O)(=O)N2CCN(c3ccccc3OC)CC2)cn1 | 0%
CCOc1ccc(-c2nnc(SCC(=O)NCc3ccc(Cl)cc3)o2)cc1 | -61%
Cc1cc(C)c2oc(C(=O)Nc3nnc(C(C)C)s3)cc(=O)c2c1 | -4%
Cc1ccccc1COC(=O)c1cnccn1 | 3%
COc1ccc(C(C)(C)C)cc1-c1csc(N)n1 | -17%
Cc1csc(NC(=O)C2c3ccccc3C(=O)N(Cc3ccccc3)C23CCCC3)n1 (centres undefined) | -2%
O=[N+]([O-])c1ccc(F)c2ncccc12 | -32%
Cc1cccc(N2CCN(C(c3ccccc3)c3nnc(-c4ccccc4Cl)o3)CC2)c1C (centres undefined) | 16%
Cc1ccc2nc(N3CCN(c4cccc(C)c4C)CC3)c3nnnn3c2c1 | -27%
Cc1ncc(C(=O)NCc2cc3n(n2)CCCN(C2CCCCC2)C3)s1 | 4%
CC1CCN(c2oc(-c3cccs3)nc2S(=O)(=O)c2ccccc2)CC1 | ?
CCCCCn1nc(C(=O)Nc2nc(-c3ccccn3)cs2)c2ccccc2c1=O | 9%
Cc1ccc(NC(=O)C2CCCN(S(=O)(=O)c3c(C)nn(C)c3C)C2)c(C)c1 (centres undefined) | -21%
Cc1cccc(Nc2nc(-c3ccc([N+](=O)[O-])cc3)cs2)c1 | -3%
COc1cc(CNC(=O)c2nc3nc(-c4ccccc4)c(Cl)cc3n2C)cc(OC)c1 | 35µM*
COc1ccc(OCc2ccc(-c3nc(C#N)c(N4CCN(c5cccc(Cl)c5)CC4)o3)o2)cc1 | -11%
O=C(NCc1ccc2c(c1)OCO2)C(=O)NCC(c1ccco1)N1CCN(c2ccccc2)CC1 (centres undefined) | 24%
CCOc1ccc(C2CC(c3ccccc3NS(=O)(=O)c3ccccc3)=NN2C(=O)CC)cc1 (centres undefined) | 17%
COc1cc(OC)c(NC(=O)Cn2nc(-c3cc(C)ccc3C)ccc2=O)cc1Cl | 17%
COc1ccccc1CNC[C@H]1O[C@@H]2C[C@@H](CC(=O)N3CCOCC3)O[C@@H]2[C@@H]1O | -10%[86.2 µM]
CCOC(=O)C1CCN(C(=O)C2CCN(C3=NS(=O)(=O)C(c4ccc(C)cc4)=C3CC)CC2)CC1 | -18%
O=C(NCc1ccccc1)c1ccc(NC(=O)N2CC3CCCN3c3ccccc32)cc1 (centres undefined) | ?
CCCC(=O)N1N=C(c2ccc(OC)cc2)CC1c1ccc2nccnc2c1 (centres undefined) | 0%
O=C(Nc1ccncc1)c1ccc(COc2cc(Cl)ccc2Cl)cc1 | 12%
COc1ccc(-c2c(C)nc3c(-c4ccsc4)cnn3c2N)cc1 | ?
Cc1nc2c3ccccc3ccc2c2ccccc12 | ?
CCc1cc(=O)n(CC(=O)Nc2cc(OC)c(OC)c(OC)c2)c(N2CCOCC2)n1 | -17%
O=C(NCC(O)c1ccccc1C(F)(F)F)c1cnccn1 (centres undefined) | -17%
COc1cccc(C(=O)NCc2ccc3c(c2)CCN3C(=O)c2ccncc2)c1 | -11%

Additional entries:
Structure | KDM5B inh
CC(=O)Nc1ccc2c(c1)nc1n2[C@@H](CNC2CCOCC2)COC1 | -18%[86.2 µM]
Cc1c(CCC(=O)NC2CC(C)(C)NC(C)(C)C2)c(=O)oc2cc(O)ccc12 | i
COc1cc(-c2[nH]ncc2CN2CCc3sccc3C2)cc(OC)c1OC | -7%
O=C(Nc1cccc(S(=O)(=O)NC2CC2)c1)c1cccc2cccnc12 | 12%
COc1cccc(CNC(=O)Cn2ncc3c4ccccc4n(C)c3c2=O)c1 | -23%
CCC1CCc2nc3ccc(Cl)cc3c(-c3ccccc3F)c2C1 (centres undefined) | 19%
CCc1ccc2ncc(C(=O)c3ccc(C)c(C)c3)c(N3CCC(C(N)=O)CC3)c2c1 | -16%
CC(=O)c1ccc(N2CCN(C(=O)CCCCn3c(=O)[nH]c4ccsc4c3=O)CC2)cc1 | 0%
O=C(Nc1ccc(F)cc1)c1ccc(S(=O)(=O)C2CCS(=O)(=O)C2)cc1 (centres undefined) | -3%
CCC(=O)Nc1ccc([C@H]2OCC(=O)N(Cc3ccc(F)cc3)[C@@H]2CO)cc1 | 20%[86.2 µM]
Cc1ccc(C(=O)N2CCc3sc(C(=O)NCc4ccc(C)o4)cc3C2)cc1 | -30%
COc1ccc(-c2noc([C@@H]3Cc4nc[nH]c4CN3C(=O)CSCC(=O)O)n2)cc1 | -11%[86.2 µM]
CCn1c(CNC(=O)c2ccc(OC)cc2)nnc1SCC(=O)Nc1cccc(C)c1C | 5%
O=C(Nc1cccnc1)[C@@H]1C[C@@H](c2ccc(F)cc2)N(CCOc2ccccc2)C1 | -26%[86.2 µM]
OC1CC(c2cc(NCCSC3CCCCC3)ncn2)C1 (centres undefined) | -6%
N[C@H]1CCN2C(=O)c3cc(-c4ccccc4F)ccc3NC(=O)[C@H]12 | -29%[86.2 µM]
CO[C@H]1C(=O)N(C2CCN(S(=O)(=O)c3ccccc3)CC2)[C@H]1c1ccncc1 | -13%
Cc1cc(=O)c(C(=O)N2CCN(S(=O)(=O)c3ccc4c(c3)CCC4)CC2)nn1-c1ccccc1F | 19%
COc1ccc(-c2cc(C[C@H]3CNCC[C@H]3CC(=O)NCc3ccc4c(c3)OCO4)no2)cc1 | -6%
COCc1cc(=O)n(CC(=O)Nc2cccc(C(F)(F)F)c2)c(N2CCOCC2)n1 | -20%
COC(=O)C1CN(C2CCCC2)CCS(=O)(=O)N1Cc1ccc(C(F)(F)F)cc1 (centres undefined) | -9%
COC(=O)c1ccc(CN(C)C(C)C(=O)Nc2cc(C)ccc2C)cc1 (centres undefined) | -12%
COc1ccc(-c2c(-c3ccc(C)c(C)c3)[nH]c3c2c(=O)[nH]c(=O)n3C)cc1 | -6%
CC(=O)N1CCC([C@@H]2CN(C3CCN(C(C)=O)CC3)C[C@H]2CO)CC1 | 1%
CCOC(=O)c1ccc2ncc(C(=O)OCC)c(NCCCOC(=O)c3cccnc3)c2c1 | 11%
COC(=O)C(C)Sc1nnc(Nc2ccccc2F)s1 (centres undefined) | 14%
O=C(C1CCc2nnc(-c3ccc(Cl)nc3)n21)N1CCN(c2ncccn2)CC1 (centres undefined) | ?
CCC(C)C(=O)Nc1ccc(-c2nc3ccccc3o2)cc1 (centres undefined) | ?
Cc1ccccc1OCCSc1nc2ccc(NC(=O)c3ccccc3)cc2s1 | ?
COc1ccc(C(=O)NC(=S)NNC(=O)[C@H]2C[C@@H]2c2ccccc2)cc1OC | ?
Cc1ccc(Nc2c(-c3ccccn3)nc3ccc(Br)cn23)cc1 | 7%
COc1ccc(-c2oc(=O)n(C)c2-c2ccc(OC)cc2)cc1 | ?
CCc1ccc2oc(=O)cc(CN3CCN(CC)CC3)c2c1 | -11%
COc1ccc(CNC(=O)CN(c2cc(C)cc(C)c2)S(=O)(=O)c2c(C)[nH]c(=O)[nH]c2=O)cc1 | -4%[11.5 µM]
O=C1CCC2(CCCO2)CCN1Cc1cccc(C(F)(F)F)c1 (centres undefined) | -16%
COc1ccc2cc(CNc3ccccc3)c(=O)n(CC(=O)Nc3ccc(C)cc3C)c2c1 | 5%
O=C(c1ccc(Cl)cc1Cl)N(CCS(=O)(=O)N1CCCCC1)Cc1ccncc1 | ?
Cc1ccc(C)c(/C=N/Nc2cc(C(F)(F)F)ccc2Cl)c1 | 3%
Cc1ccc(C(=O)OCc2nc3ccccc3o2)cc1 | -17%
Cc1ccc2nc(SCC(=O)Nc3ccccc3C(=O)Nc3ccccc3)[nH]c2c1 | -1%
O=C(O)CN1C(=O)/C(=C\c2cc([N+](=O)[O-])ccc2OCc2ccccc2Cl)SC1=S | -25%
Cc1cc2ccccc2n1CCNC(=O)c1cc(C(F)(F)F)cc(C(F)(F)F)c1 | ?
COCC(=O)NC1CCC12CCN(C(=O)c1cccc(C#N)c1)CC2 (centres undefined) | 9%
CN(Cc1ccc(-n2cccn2)cc1)Cc1nc(Cc2cccc(F)c2)no1 | -1%
COCCN1C(=O)[C@H]2CN(Cc3scnc3C)C[C@H]2C1=O | -2%
O=C(COc1ccccc1)N[C@@H]1CN(c2ncccn2)C[C@H]1CO | ?
O=C(COc1ccccc1)N1CCC2(CC1)CN(c1ncccn1)CC2CO (centres undefined) | 22µM*
COc1ccc(-c2nnc3sc(NC(=O)C4CCCCC4)nn23)cc1OC | -1%
C[S+](=O)([O-])N1CCC(c2nnc3n2CCNC3)CC1 | ?
COCc1ccc2c(c1)c(OC(C)(C)C(=O)Nc1ccccn1)nn2Cc1cccc(OC)c1 | 5%
Cn1cnc2ccc(Nc3ccccc3)nc2c1=O | 0%[115 µM]
CCNC(=O)N1CCCCCNC(=O)[C@@H]2CCCC[C@@H]21 | 0%
NS(=O)(=O)c1ccc(NC(=O)COc2ccc(Cl)cc2)cc1 | 8%
O=S(=O)(c1ccc(N2CCN(Cc3ccccc3)CC2)nc1)N1CCCCC1 | 14%
O=C(C1CCCN(c2nc3ncccc3o2)C1)N1CCOCC1 (centres undefined) | 40µM*
